Screening data from PubChem BioAssay.
PAFAH1B3 FP inh = PAFAH1B3 (human) inhibition; Q15102; recombinant PAFAH1B3, FP-rhodamine probe, fluorescence polarization; inhibition, % at 3.39 µM; 0.28% of 340,000 active;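 active means inhibition above the screen-wide average of all tested compounds plus 3 SD, cut at about 25% in these data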;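 further: 0% = enzyme with DMSO only and 100% = wells lacking PAFAH1B3 protein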
Target sequence (Q15102 whole entry, looked up): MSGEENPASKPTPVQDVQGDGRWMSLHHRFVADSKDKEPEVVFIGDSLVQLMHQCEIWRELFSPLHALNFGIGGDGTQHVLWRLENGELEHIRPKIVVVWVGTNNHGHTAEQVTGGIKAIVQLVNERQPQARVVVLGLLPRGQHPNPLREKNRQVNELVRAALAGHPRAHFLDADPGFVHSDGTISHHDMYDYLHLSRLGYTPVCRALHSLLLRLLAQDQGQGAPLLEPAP
GSTO1 inh = blocks human GSTO1 in RBBP9 counter-screen; inhibition, % at 5.96 µM; 1.1% of 300,000 active; AID 1974; recombinant GSTO1, activity-based probe fluorescence polarization; P78417;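 active means inhibition above the campaign mean inhibition plus 3 SD, cut at about 35% in these data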;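 further: 0% = GSTO1-1 with DMSO and 100% = wells lacking GSTO1-1 enzyme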
Target sequence (P78417 whole entry, looked up): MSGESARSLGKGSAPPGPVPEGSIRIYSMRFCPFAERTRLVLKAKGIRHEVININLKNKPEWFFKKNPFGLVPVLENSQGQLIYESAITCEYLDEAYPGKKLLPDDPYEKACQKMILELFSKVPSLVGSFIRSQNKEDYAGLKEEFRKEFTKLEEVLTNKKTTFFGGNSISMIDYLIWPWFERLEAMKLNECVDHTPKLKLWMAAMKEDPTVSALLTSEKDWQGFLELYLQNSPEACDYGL
PAFAH2 FP inh = inhibitors of human PAFAH2; Q99487; recombinant PAFAH2, FP-rhodamine activity probe, fluorescence polarization; inhibition, % at 3.39 µM; 0.99% of 340,000 active;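 active means inhibition above the mean over all tested compounds plus 3 SD, cut at about 30% in these data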;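 further: inhibitors block probe labeling of enzyme so polarization drops; 0% = enzyme with DMSO and 100% = wells lacking PAFAH2 protein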
pPAFAH inh = inhibitors of human plasma PAF acetylhydrolase (pPAFAH) | recombinant pPAFAH, FP-rhodamine probe fluorescence polarization | Q13093 | AID 463082 | inhibition, % at 3.39 µM | 1.5% of 330,000 active;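 active means inhibition above the mean inhibition across the screen plus 3 SD, cut at about 25% in these data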;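 further: inhibitors block binding of the rhodamine activity-based probe so polarization drops; 0% = enzyme with DMSO and 100% = wells lacking pPAFAH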
PAFAH1B2 inh = PAFAH1B2 (human) inhibition. recombinant PAFAH1B2, FP-rhodamine activity probe, fluorescence polarization. inhibition, % at 3.39 µM. 1.2% of 340,000 active. AID 492953;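 active means inhibition above the mean of all tested compounds plus 3 SD, cut at about 24% in these data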;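 further: 0% = enzyme with DMSO and 100% = wells lacking PAFAH1B2; many of its hits are not listed in these tables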
Target sequence (P68402 whole entry, looked up): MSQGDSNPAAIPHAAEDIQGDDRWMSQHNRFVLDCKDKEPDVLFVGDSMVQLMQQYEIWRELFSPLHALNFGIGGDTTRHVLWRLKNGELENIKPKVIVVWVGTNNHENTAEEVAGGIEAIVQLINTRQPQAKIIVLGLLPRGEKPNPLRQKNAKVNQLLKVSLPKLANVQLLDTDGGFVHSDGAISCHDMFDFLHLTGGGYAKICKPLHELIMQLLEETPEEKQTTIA
PAD4 inh = inhibitors of human PAD4; recombinant PAD4, RCA probe fluorescence polarization; inhibition, % at 6.36 µM; 0.41% of 330,000 active;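 active means percent inhibition above a cutoff equal to the mean of all tested compounds plus 3 SD, cut at about 15% in these data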;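 further: 0% = PAD4 with RCA probe and DMSO and 100% = probe without PAD4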
LYPLA1 inh = counter-screen for PME1 inhibitors: inhibitors of human LYPLA1. 0.16% of 320,000 active. O75608. inhibition, % at 5.9 µM. recombinant LYPLA1, FP-Rh probe fluorescence polarization;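 active means inhibition above the mean of all tested compounds plus 3 SD, set per campaign, cut at about 14% in these data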;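 further: inhibitors block serine hydrolase probe labeling of LYPLA1 so polarization falls; 0% = enzyme with DMSO and 100% = wells lacking LYPLA1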
Target sequence (O75608 whole entry, looked up): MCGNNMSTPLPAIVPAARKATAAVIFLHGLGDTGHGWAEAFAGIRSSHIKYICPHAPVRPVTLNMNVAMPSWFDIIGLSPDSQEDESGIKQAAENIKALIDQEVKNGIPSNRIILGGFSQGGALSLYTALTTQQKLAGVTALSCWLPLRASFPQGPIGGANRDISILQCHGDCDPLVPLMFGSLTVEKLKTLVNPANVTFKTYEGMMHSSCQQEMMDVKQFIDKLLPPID
LYPLA2 counter = blocks human lysophospholipase 2, a PME1 counter-screen | 0.38% of 320,000 active | inhibition, % at 5.9 µM | O95372 | AID 2177 | recombinant LYPLA2, FP-Rh probe fluorescence polarization;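 active means inhibition above the screen-wide mean plus 3 SD, limit set per campaign, cut at about 26% in these data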;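 further: 0% = LYPLA2 with DMSO and 100% = wells lacking LYPLA2 enzyme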
PME-1 primary = blocks human protein phosphatase methylesterase 1; recombinant PME-1, FP-Rh probe fluorescence polarization; 0.53% of 320,000 active; inhibition, % at 5.9 µM; Q9Y570; AID 2130;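 active means inhibition above the campaign mean of all compounds plus 3 SD, cut at about 26% in these data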;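 further: competitive labeling of PME-1 active site by serine hydrolase directed probe; 0% = PME-1 with DMSO and 100% = wells lacking PME-1 enzyme; inhibitors block probe labeling so polarization falls and inhibition rises; many of its hits are not listed in these tables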
Numbers without * were called inactive; x = not tested or not shown. Only part of the results is shown. The share of hits here may be higher or lower than overall.

SMILES	PAFAH1B3 FP inh	GSTO1 inh	PAFAH2 FP inh	pPAFAH inh	PAFAH1B2 inh	PAD4 inh	LYPLA1 inh	LYPLA2 counter	PME-1 primary
C=CCSc1nc2c(c(=O)[nH]1)C(c1ccccc1)C(C#N)=C(N)O2 (stereo not given)	5	-1	-6	-1	-1	-1	1	-3	-2
O=C1C(Cc2ccc(O)cc2)NC(=S)N1C1CCCCC1 (stereo not given)	3	-6	-1	4	1	1	-1	-4	-3
COc1ccc(N(CC(=O)NCCSC2CCCCC2)S(=O)(=O)c2ccccc2)cc1OC	-8	-6	-10	5	-1	-2	1	2	0
O=C(CN1CCCCC1)Nc1nnc(-c2ccccc2)s1	3	0	4	19	8	-4	-3	-7	-3
CCCCN1C(=O)C(=O)N(CC(=O)Nc2cc(OCC)c(N3CCOCC3)cc2OCC)C1=O	5	29	-1	0	4	1	0	-3	-5
CCOc1ccc(CN(C)C(=O)CN2C(=O)NC3(CCCc4ccccc43)C2=O)cc1 (stereo not given)	7	x	-8	-2	-1	-77	0	-3	1
O=C(CSc1nc(N2CCCCC2)nc(N2CCCCC2)n1)Nc1nccs1	-4	13	-9	6	-1	-6	-2	-2	-8
COc1ccccc1C(=O)NCC(=O)OCC(=O)Nc1nnc(-c2ccccc2)o1	-2	x	-8	6	2	3	0	2	2
CN1CCN(S(=O)(=O)c2ccc(N3CCN(S(=O)(=O)/C=C/c4ccccc4)CC3)nc2)CC1	-2	-3	-5	-4	2	-2	-1	-12	-6
CCCCn1c(=O)nc2n(-c3ccc(Cl)cc3)c3ccccc3cc-2c1=O	4	1	-8	1	-6	-3	-4	4	1
CCOC(=O)c1ccc(-n2c(CN(CC)CC)nc3ccc([N+](=O)[O-])cc3c2=O)cc1	2	-6	-10	-12	-2	-11	-6	-14	-8
O=C(Nc1ncccn1)C12CC3CC(CC(C3)C1)C2	x	7	x	-3	x	-3	-2	-1	-4
COC(=O)[C@]1(Cc2ccccc2)N[C@H](CN(C)C(=O)Nc2ccc(C)cc2)[C@@H]2C(=O)N(C)C(=O)[C@@H]21	5	x	5	1	6	1	x	x	x
CC(=O)Nc1ccc(NC(=O)CSc2nnc(COc3ccccc3C)n2CC2CCCO2)cc1 (stereo not given)	-1	16	-1	3	3	-7	0	3	0
c1ccc(OCc2nc3c4c(ncn3n2)-c2ccccc2CC42CCCC2)cc1	0	-1	-6	-1	-1	-3	-1	0	2
N=C1C(c2nc3ccccc3[nH]2)=C(O)CN1NC(=O)COc1cccc(F)c1	x	-1	x	4	x	4	1	3	2
COc1ccc(/C(C)=N/NC(=O)c2cc(C)[nH]n2)c(OC)c1	-13	8	1	2	4	-1	3	-5	-3
Cc1noc(C)c1COC(=O)CCCc1nc2ccccc2s1	6	3	-1	5	5	-2	1	-2	0
C=CCC1(C)C(=O)N(c2ccccc2)c2ccccc21 (stereo not given)	6	-2	1	2	0	-4	-6	-6	-5
Cn1c(=O)cc(NCc2ccccc2)[nH]c1=O	8	5	-6	4	5	-5	0	1	2
Cc1nc(-c2cccc(S(=O)(=O)N3CC(C)OC(C)C3)c2)cs1 (stereo not given)	5	-6	2	5	2	2	-5	-3	5
O=C(Nc1nc(-c2cccnc2)cs1)c1ccc(S(=O)(=O)N2CCOCC2)cc1	-7	1	5	0	-8	-5	-1	5	-3
Fc1ccc(CSc2nnc(-c3cccs3)o2)cc1	6	6	1	0	3	-6	-3	2	3
Cc1ccc(-n2ncc3c(NCc4ccco4)ncnc32)c(C)c1	3	1	5	7	8	3	2	-6	1
Brc1ccc(-c2nnc3n2C2(CCCC2)Cc2ccccc2-3)o1	3	-1	-5	2	1	-2	5	-2	0
Cn1nc(C(=O)NC2CCCc3ccccc32)ccc1=O (stereo not given)	3	-4	-12	5	1	-4	-5	-5	6
Cn1c(SCc2c(F)cccc2Cl)nnc1-c1cnccn1	-5	-2	-10	5	3	0	2	2	2
CCC(/C=N/NC(=O)CCCCC(=O)N/N=C/C(CC)CC)CC	3	1	0	-2	-1	1	0	4	-4
CCCSCCCNC(=O)Cn1nc(CC)n2c(cc3c(OC)cccc32)c1=O	-9	-5	-6	1	-1	1	-2	2	-3
CCOC(=O)c1[nH]c(C)c(C(=O)N2CCc3c([nH]c4ccccc34)C2c2ccccn2)c1C (stereo not given)	12	12	9	5	4	-4	-3	2	3
CC(C)OC(=O)CSc1nc2cccnc2n1-c1ccc(F)cc1	0	2	12	4	1	-4	1	-2	8
Cc1cccc(NC(=O)CSc2nnc(-c3cc(C)n(-c4ccccc4)c3C)o2)c1C	-1	-14	-5	15	1	5	-3	-6	-10
COc1cc(C(=O)N[C@H](C(=O)NC(C)C23CC4CC(CC(C4)C2)C3)C(C)C)cc(OC)c1OC (stereo not given in full)	4	3	-1	-2	-1	1	2	8	5
Cc1ccc(NC(=S)N/N=C/c2c(C)[nH]c3ccccc23)cc1	16	-22	6	21	8	2	-8	-8	21
CC(C)N(Cc1ccccc1)C(=O)COC(=O)c1ccc2c(c1)OCCO2	-1	1	3	-1	6	-2	-4	3	8
COc1cccc(-c2nc(=S)c3c(n2Cc2ccco2)CCCC3)c1	3	-3	2	9	3	-1	-5	2	-8
O=C(O)CCCC(=O)NNc1nc(-c2ccccc2)c2cc(Cl)ccc2n1	2	0	6	-1	-2	-4	-1	-2	-2
COc1cccc(NC(=O)COC(=O)c2ccc(C)c(S(=O)(=O)N3CCCCC3)c2)c1	2	x	28	2	2	3	-14	-18	-3
S=C(NCc1ccc(Cl)cc1)Nc1ccccc1	2	2	4	7	0	-2	-3	-2	2
CCOc1ccc(-c2nnc(SCC(=O)Nc3ccc4c(c3)c3ccccc3n4CC)n2N)cc1	-3	4	2	5	4	0	0	1	-2

Some of these compounds in order of their number in PAFAH1B2 inh, smallest number first:
| mol | PAFAH1B3 FP inh | PAFAH2 FP inh | pPAFAH inh | PAFAH1B2 inh | PAD4 inh | PME-1 primary |
| --- | --- | --- | --- | --- | --- | --- |
| CCC(/C=N/NC(=O)CCCCC(=O)N/N=C/C(CC)CC)CC | 3 | 0 | -2 | -1 | 1 | -4 |
| CCOC(=O)c1[nH]c(C)c(C(=O)N2CCc3c([nH]c4ccccc34)C2c2ccccn2)c1C (stereo not given) | 12 | 9 | 5 | 4 | -4 | 3 |
| Cc1ccc(-n2ncc3c(NCc4ccco4)ncnc32)c(C)c1 | 3 | 5 | 7 | 8 | 3 | 1 |

In the list so far, 3 have a furan ring, fused or not.
SMILES	PAFAH1B3 FP inh	GSTO1 inh	PAFAH2 FP inh	pPAFAH inh	PAFAH1B2 inh	PAD4 inh	LYPLA1 inh	LYPLA2 counter	PME-1 primary
Cc1ccc(-n2ncc3c(NCc4ccco4)ncnc32)c(C)c1	3	1	5	7	8	3	2	-6	1
Brc1ccc(-c2nnc3n2C2(CCCC2)Cc2ccccc2-3)o1	3	-1	-5	2	1	-2	5	-2	0
COc1cccc(-c2nc(=S)c3c(n2Cc2ccco2)CCCC3)c1	3	-3	2	9	3	-1	-5	2	-8

Among those listed so far, these contain an NH in an aromatic ring.
SMILES	PAFAH1B3 FP inh	GSTO1 inh	PAFAH2 FP inh	pPAFAH inh	PAFAH1B2 inh	PAD4 inh	LYPLA1 inh	LYPLA2 counter	PME-1 primary
C=CCSc1nc2c(c(=O)[nH]1)C(c1ccccc1)C(C#N)=C(N)O2 (stereo not given)	5	-1	-6	-1	-1	-1	1	-3	-2
N=C1C(c2nc3ccccc3[nH]2)=C(O)CN1NC(=O)COc1cccc(F)c1	x	-1	x	4	x	4	1	3	2
COc1ccc(/C(C)=N/NC(=O)c2cc(C)[nH]n2)c(OC)c1	-13	8	1	2	4	-1	3	-5	-3
Cn1c(=O)cc(NCc2ccccc2)[nH]c1=O	8	5	-6	4	5	-5	0	1	2
CCOC(=O)c1[nH]c(C)c(C(=O)N2CCc3c([nH]c4ccccc34)C2c2ccccn2)c1C (stereo not given)	12	12	9	5	4	-4	-3	2	3
Cc1ccc(NC(=S)N/N=C/c2c(C)[nH]c3ccccc23)cc1	16	-22	6	21	8	2	-8	-8	21

Next results follow:
SMILES	PAFAH1B3 FP inh	GSTO1 inh	PAFAH2 FP inh	pPAFAH inh	PAFAH1B2 inh	PAD4 inh	LYPLA1 inh	LYPLA2 counter	PME-1 primary
CC(=O)NS(=O)(=O)c1ccc(NC(=O)/C=C/c2ccccc2Cl)cc1	1	-9	-9	0	0	-4	-12	-6	-7
CCCS(=O)(=O)N1CCC(C(=O)NCCN(CC)c2ccccc2)CC1	4	-7	1	-1	6	-1	3	9	5
COC(=O)C1=C(N)c2c(F)cccc2C1(C#N)c1ccc(F)cc1 (stereo not given)	-3	3	-4	4	3	-5	4	-2	5
O=S(=O)(c1ccc(NC(=S)N2CCN(c3ccccc3F)CC2)cc1)N1CCOCC1	-4	-4	6	2	3	4	0	38*	5
CC(=O)c1ccc(NC(=O)C2(S(=O)(=O)c3ccccc3)CC2)cc1	4	5	1	2	-2	1	1	-1	-7
O=C(c1ccccc1)c1ccc(NCCCn2ccnc2)c([N+](=O)[O-])c1	5	-10	3	8	0	3	7	16	1
CCc1cc(C(c2ccccn2)N2CCN(C)CC2)c(NC(=O)c2ccccc2)s1 (stereo not given)	6	2	-11	2	3	0	0	7	4
COc1ccc(/C=C/C(=O)NCCN2CCOCC2)cc1OC	6	5	2	-2	2	2	3	5	9
CCOC(=O)N1C=CC=C[C@@H]2[C@@H](N3C(=O)c4ccccc4C3=O)C(=O)N21	9	3	0	-1	1	-6	0	0	0
CC1CN(C(=O)COC(=O)c2cccs2)CC(C)O1 (stereo not given)	7	8	10	1	0	7	1	0	0
O=S(N1CCCCCC1)C12CC3CC(CC(C3)C1)C2 (stereo not given)	3	-7	10	0	5	3	-3	-5	3
O=C(COC(=O)c1cc[n+]([O-])cc1)Nc1cccc(F)c1	10	x	0	2	0	-9	x	x	x
CCOC(=O)Cc1csc(NC(=O)CCS(=O)(=O)Cc2ccccc2)n1	-3	0	6	14	5	4	1	6	0
CCN(CC)C(=O)CSc1n[nH]c(=O)n1CCc1ccccc1	4	6	11	3	3	7	5	10	4
O=C(Nc1nc(-c2ccc(F)cc2)cs1)C1CCN(C(=O)c2ccc(F)cc2)CC1	3	-8	-2	-8	0	-9	-7	2	9
O=C(c1cccs1)N1CCN(Cc2ccncc2)CC1	0	0	0	1	-3	2	2	1	-4
CC(=O)Oc1ccc(N(c2ccccc2)S(=O)(=O)c2ccc(C)cc2)cc1	1	-7	2	-1	19	0	0	2	2
Cc1ccc(NC(=O)CN(C(=O)N2CCN(C)CC2)S(=O)(=O)c2ccc(C)cc2)cc1	9	-5	6	-3	9	-2	3	5	-1
O=C(O)c1ccc(CSc2ccccn2)cc1	-2	21	2	-1	11	-4	5	0	1
CC(C)Cn1c(N)c(C(=O)COC(=O)CCc2nc3ccccc3c(=O)[nH]2)c(=O)n(C)c1=O	-2	x	2	-2	5	-2	-3	-7	-4
O=C(Nc1ccc(Cl)cc1)C(c1ccccc1)N(CCO)CCO (stereo not given)	3	19	-2	1	7	-1	-5	1	-3
O=C(COc1ccccc1)Nc1ccccc1Cl	2	3	3	3	1	4	6	3	2
